OXTR ag: activates the human oxytocin receptor | P30559 | CHO-OTR cells, Fluo-8 calcium fluorescence; normalized: DMSO 0%, oxytocin 100% | activation, % at 3 µM | actives 0.32% (n = 320,000) | AID 2435;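 active = activation above the mean of all tested compounds plus 3 SD, cutoff set per screening run, cut at about 20% in these data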;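 also: peak over basal fluorescence ratio from a 100 s FLIPR kinetic read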
OXTR potentiator: potentiates the human oxytocin receptor response | P30559 | CHO-OTR cells, Fluo-8 calcium fluorescence, potentiator mode; 0% = oxytocin EC15, 100% = EC100 | activation, % at 3 µM | actives 0.061% (n = 320,000);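 active = activation above that plate's cutoff, the mean activation of tested compounds plus 3 SD, cut at about 6.6% in these data, passing the limit was not always enough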;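 also: 100% uses oxytocin at 75 nM as the full agonist control; some results filed as inactive read as strong as hits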
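Assay system: CHO-OTR cells, human receptor / Also added: oxytocin at about EC15, sub-maximal agonist stimulus / Dosing: single dose, 3.0 µM nominal final compound concentration / Incubation: 6 min pre-incubation, 100 s read / Technique: Fluo-8 calcium dye fluorescence / Read-out: % activation vs EC15 and EC100 oxytocin / Benchmarks: EC15 oxytocin low, 75 nM oxytocin high / Replicates: singlicate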
GalR3 antag: human GalR3 antagonism. actives 0.44% (n = 360,000). inhibition, % at 3 µM. AID 651719. O60755. HEK293 GalR3-CNG cAMP membrane potential fluorescence; galR3 body fused to GalR1 C-terminus;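 active = inhibition above the screen-wide average plus 3 SD, cut at about 13% in these data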;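 also: forskolin and galanin both at EC90 stimulate the cells; cAMP rise reported by CNG channel membrane potential dye signal; 0% = forskolin plus galanin with DMSO and 100% = forskolin alone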
Target sequence (O60755 1-299 limits assumed): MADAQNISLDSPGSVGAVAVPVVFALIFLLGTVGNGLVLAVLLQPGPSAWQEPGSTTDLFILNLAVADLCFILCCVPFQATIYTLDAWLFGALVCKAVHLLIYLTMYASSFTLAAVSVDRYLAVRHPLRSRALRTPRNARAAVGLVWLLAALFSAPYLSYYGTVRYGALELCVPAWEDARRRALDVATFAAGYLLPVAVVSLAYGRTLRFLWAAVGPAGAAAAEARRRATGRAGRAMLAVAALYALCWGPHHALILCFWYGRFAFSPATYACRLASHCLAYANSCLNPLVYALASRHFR
GPR7 antag: blocks human GPR7 receptor signaling | actives 1.1% (n = 290,000) | inhibition, % at 4.4 µM | P48145 | AID 1861 | GPR7-expressing cells, fluorescence antagonist assay; in the data active = inhibition above about 16%, passing the limit was not always enough;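 also: cells stimulated with the agonist NPW; 0% = agonist with vehicle and 100% = vehicle without agonist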
Target sequence (P48145 whole entry, looked up): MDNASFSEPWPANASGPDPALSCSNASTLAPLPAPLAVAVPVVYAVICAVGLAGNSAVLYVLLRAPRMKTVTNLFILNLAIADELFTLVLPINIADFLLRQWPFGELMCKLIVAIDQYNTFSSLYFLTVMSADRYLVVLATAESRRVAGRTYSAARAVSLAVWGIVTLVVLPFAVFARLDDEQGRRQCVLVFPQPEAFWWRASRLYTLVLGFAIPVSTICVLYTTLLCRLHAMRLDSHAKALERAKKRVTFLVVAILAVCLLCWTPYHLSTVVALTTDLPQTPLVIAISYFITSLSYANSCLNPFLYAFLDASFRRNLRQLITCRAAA
MEKK2wt PB1 HTS: raises or lowers MEK5 binding to wildtype human MEKK2 PB1 domain. Q9Y2U5. bead flow cytometry, Alexa488-MEK5 binding to MEKK2 WT; actives lie on both sides. binding response (% of control), % at 10 µM. actives 1.1% (n = 290,000). AID 1531; in the data active = binding response below about 67% or above about 130%
PfM18AAP inh: blocks P. falciparum M18 aspartyl aminopeptidase; recombinant PfM18AAP, H-Glu-NHMec fluorogenic cleavage; inhibition, % at 7.35 µM; actives 1.2% (n = 290,000); AID 1822;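 active = inhibition above the campaign mean inhibition over all tested compounds plus 3 SD, cut at about 28% in these data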;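 also: 0% = plate median of test compound wells and 100% = 2 mM ZnCl2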
MEKK2mut PB1 HTS: signal of MEK5 binding to mutant human MEKK2 PB1 domain. bead flow cytometry, Alexa488-MEK5 binding to MEKK2 mutant. percent response, % at 10 µM. actives 0.35% (n = 290,000). AID 1530; in the data active = percent response above about 24%, passing the limit was not always enough; also: inactives centre near 1; some results filed as inactive read as strong as hits; reference of the scale not given here
V1R ag counter: activates human V1a receptor in oxytocin agonist counter-screen | P37288 | CHO-V1R cells, Fluo-8 calcium fluorescence, agonist mode; 0% DMSO, 100% 3 nM vasopressin | activation, % at 3 µM | actives 0.25% (n = 320,000) | AID 2797;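 active = activation above the mean activation of all tested compounds plus 3 SD, per screening run, cut at about 20% in these data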;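 also: signal is peak over basal fluorescence ratio across a 100 second FLIPR read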
Target sequence (P37288 whole entry, looked up): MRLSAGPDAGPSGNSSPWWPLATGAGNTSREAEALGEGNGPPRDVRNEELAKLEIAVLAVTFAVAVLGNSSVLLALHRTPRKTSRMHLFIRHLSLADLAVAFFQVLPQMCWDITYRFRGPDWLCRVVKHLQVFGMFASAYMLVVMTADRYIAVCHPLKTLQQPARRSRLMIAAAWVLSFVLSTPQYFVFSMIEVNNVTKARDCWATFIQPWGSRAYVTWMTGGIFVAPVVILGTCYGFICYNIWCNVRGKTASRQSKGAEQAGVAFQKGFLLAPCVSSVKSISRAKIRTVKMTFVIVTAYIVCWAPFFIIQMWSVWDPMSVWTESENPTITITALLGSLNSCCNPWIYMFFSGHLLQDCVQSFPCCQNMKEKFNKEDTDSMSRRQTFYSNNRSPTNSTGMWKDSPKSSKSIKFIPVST
NALP1 yeast inh: inhibitors of NALP1 inflammasome in yeast. actives 0.61% (n = 280,000). inhibition, % at 10 µM. S. cerevisiae NALP1/ASC/caspase-1 growth, X-gal OD620, 72 h. AID 2071; in the data active = inhibition mostly above about 24%, no sharp cut-off; inactive = mostly below about 32%; also: some compounds called inactive have numbers as strong as hits
* = called active by the depositor; . = not tested or not shown. Not a hit list. Share with any hit: about 4.1%.

SMILES | OXTR ag | OXTR potentiator | GalR3 antag | GPR7 antag | MEKK2wt PB1 HTS | PfM18AAP inh | MEKK2mut PB1 HTS | V1R ag counter | NALP1 yeast inh
CCOc1ccc(N2C(=O)C3C(c4ccc(O)cc4)NC(CCSC)(C(=O)OC)C3C2=O)cc1 (stereo not drawn) | 0.7 | -8 | 4 | -6 | 110 | 0 | 0 | 0.2 | 9
Cc1cc(-c2nc3ncccc3o2)ccc1N | -0.3 | -6 | -3 | -7 | 105 | 2 | -1 | 0.0 | -10
COc1ccc(CC(=O)Nc2ccc(-c3noc(COc4ccccc4C)n3)cc2)cc1 | 1.0 | -11 | -2 | 2 | 103 | -1 | 2 | 2.8 | -6
O=C(O)CCC(=O)CCC(=O)c1ccccc1 | 1.9 | 0 | -4 | -7 | 97 | 4 | 2 | 0.1 | -1
NC(=S)N/N=C/c1cccc(Br)c1 | -1.6 | -7 | 6 | 10 | 103 | 7 | 1 | 0.1 | -40
CCCCN(C(=O)c1cccc(S(=O)(=O)N2CCOCC2)c1)c1c(N)n(CCC)c(=O)[nH]c1=O | 0.1 | -10 | -5 | -6 | 99 | 0 | -5 | 0.0 | -7
Cc1ccc(NS(=O)(=O)c2ccc(C(=O)NC3CCN(Cc4ccccc4)CC3)cc2)cc1 | 22* | -10 | 90* | . | . | . | . | 21* | .
COc1ccc(C(C)(C)C)cc1NC(=O)COC(=O)CN1C(=O)NC2(CCCCC2C)C1=O (stereo not drawn) | -1.4 | -5 | -5 | . | . | . | . | -1.0 | .
CCn1c(SCc2ccc(C)cc2)nnc1-c1nn(-c2ccccc2)ccc1=O | -0.1 | -11 | -2 | -4 | 112 | 0 | 22 | 0.7 | 13
CCOC(=O)Cn1ccc(-c2ccccc2)c(C#N)c1=O | 0.2 | -9 | -4 | -12 | 96 | 0 | -6 | -0.1 | -7
CN(CC(=O)Nc1ccccc1Cl)C(=O)CSc1nc2ccccc2s1 | -1.8 | -4 | -1 | -1 | 105 | -6 | -2 | 2.3 | 24
CCN(CC)S(=O)(=O)c1cc(NC(=O)CCCOc2ccc(C(C)=O)cc2)ccc1C | 5.0 | -7 | 0 | 7 | 113 | -1 | 18 | 3.8 | 5
CC(=O)N(C(C)=O)c1ncnc2c1c(-c1ccc(Cl)cc1)nn2C(C)(C)C | -3.0 | 7 | -9 | -10 | 109 | 4 | 5 | -1.4 | 8
C=CCOc1c(Cl)cc(CNCCC)cc1Cl | 1.2 | -2 | 9 | 4 | 125 | -5 | 9 | 1.1 | 12
O=C1ON=C(c2ccccc2)/C1=C/c1ccco1 | 0.9 | -14 | 1 | -9 | 96 | 2 | 0 | 0.5 | 14
CCc1ccc2nc3sc(C(=O)N4CCc5ccccc54)c(N)c3cc2c1 | 2.1 | -5 | . | -9 | 87 | 1 | 59* | 0.8 | 1
Cc1sc2nc(CN(C(=O)NC3CCCCC3)C3CCCC3)[nH]c(=O)c2c1C | -1.5 | -3 | -6 | -9 | 110 | 3 | -9 | -1.0 | 0
O=C(NC12CC3CC(CC(C3)C1)C2)c1cc(F)c(F)c(F)c1F | -2.1 | -4 | -9 | -16 | 104 | -15 | 2 | -1.4 | 35
COc1ccc(NC(=O)c2ccc3nc[nH]c3c2)c(OC)c1 | 0.0 | -1 | 7 | -2 | 94 | -4 | 1 | 0.1 | -5
O=C(CCN1C(=O)COc2ccccc21)NCc1cccs1 | -0.3 | -5 | -3 | -14 | 98 | -13 | -1 | -0.8 | 10
O=C(NCc1cccnc1)/C(=C\c1ccc(-c2ccc(Br)cc2)o1)S(=O)(=O)c1ccccc1 | -1.4 | 1 | 0 | 23* | 94 | -2 | -1 | 4.3 | 30
CC(=O)N1CCN(c2ccccc2NC(=O)COc2cc(C)cc(C)c2)CC1 | -1.1 | -5 | -6 | 1 | 99 | 0 | 6 | -0.3 | -6
CC(/C=N/NC(=O)c1ccncc1)=C\c1ccc(C(C)C)cc1 | 2.2 | -10 | -4 | 3 | 102 | -7 | 1 | 3.1 | 2
CC(CCn1cccn1)NC(=O)c1cc(COc2ccc(F)cc2Cl)on1 (stereo not drawn) | 3.2 | -8 | -4 | 34* | 93 | 1 | -2 | 3.6 | 9
CCNC(=S)N(Cc1cc2cc(C)ccc2[nH]c1=O)C1CCCC1 | -1.5 | -3 | -13 | -6 | 99 | 3 | -1 | 0.4 | -12

Marked active in GalR3 antag, of those listed so far:
compound,OXTR potentiator,GalR3 antag,GPR7 antag,MEKK2wt PB1 HTS,PfM18AAP inh,MEKK2mut PB1 HTS,NALP1 yeast inh
Cc1ccc(NS(=O)(=O)c2ccc(C(=O)NC3CCN(Cc4ccccc4)CC3)cc2)cc1,-10,90*,.,.,.,.,.

Additional records follow.
SMILES | OXTR ag | OXTR potentiator | GalR3 antag | GPR7 antag | MEKK2wt PB1 HTS | PfM18AAP inh | MEKK2mut PB1 HTS | V1R ag counter | NALP1 yeast inh
CCCN(c1ccc(OCC)cc1)S(=O)(=O)c1ccc2c(c1)NC(=O)CO2 | -1.6 | -13 | -10 | -14 | 105 | 2 | 3 | 0.3 | 24
Cc1nnc(SCC(=O)NC2CCCCC2)n(N)c1=O | 0.5 | 3 | . | -12 | 92 | 6 | -6 | -0.2 | 0
O=C(Nc1cccnc1)c1coc(=O)c2ccccc12 | 0.6 | -7 | 6 | -17 | 108 | 2 | 2 | -0.1 | 40
Cc1ccc([N+](=O)[O-])cc1NC(=O)CCc1ccccc1 | -1.1 | -2 | -1 | -3 | 99 | 9 | 11 | -0.9 | -1
O=C(c1ccc(Cl)cc1Cl)N1CCC(c2nc3c(nnn3Cc3ccco3)c(=O)[nH]2)CC1 | 1.7 | -19 | 3 | -9 | 88 | 3 | -4 | 11 | 37
CCn1c2ccccc2c2cc(/C=N/NC(=O)c3cc(O)cc(O)c3)ccc21 | -1.7 | -4 | 4 | -12 | 91 | 1 | -3 | 8.2 | 30
COc1ccccc1N(CC(=O)N1CCCCCC1)S(=O)(=O)c1ccc(C)cc1 | 0.9 | -10 | -8 | -7 | 100 | 5 | -1 | 0.4 | -2
COc1ccc(-c2onc(C)c2-c2ccccc2)c(O)c1 | 3.0 | -24 | 0 | -8 | 106 | 1 | 6 | 7.0 | -12
Cc1nc2cc(-c3ccccc3)nn2c(C)c1CCC(=O)NCc1ccco1 | -1.8 | -2 | 9 | -14 | 110 | -5 | 3 | -1.6 | -15
Cc1ccc(NC(=O)CCNC(=O)c2ccccc2Cl)cc1S(=O)(=O)N(C)C | 0.6 | 0 | -2 | 4 | 94 | -3 | -2 | 1.2 | 22
Cc1nn(C)c(C(=O)Sc2cccc(Cl)c2)c1[N+](=O)[O-] | 1.4 | 1 | 0 | -10 | 115 | -2 | 28 | 1.2 | .
O=C(CSc1nc2[nH]ncc2c(=O)n1-c1ccccc1Cl)N1CCCC1 | 0.0 | -6 | -3 | -2 | 103 | 24 | 3 | 5.3 | 11
COc1ccc(C(=O)NC(=S)Nc2ccccc2F)cc1 | -1.6 | -4 | -6 | -12 | 100 | 2 | -1 | 0.0 | 40
Cc1cc(NC(=O)C(C)SCC(=O)OC(C)C(=O)Nc2cccc(C#N)c2)no1 (stereo not drawn) | -0.5 | -7 | -1 | . | . | . | . | -1.7 | .
Fc1ccc(C(c2nnnn2CCc2ccccc2)N2CCCc3ccccc32)cc1 (stereo not drawn) | -1.8 | -3 | -7 | 17 | 107 | 1 | 2 | 1.0 | 26
O=C(CCC(=O)N(CC(=O)NC1CCCC1)Cc1ccc(F)cc1)Nc1nccs1 | 0.7 | -3 | 2 | 1 | 104 | 0 | 2 | -0.4 | 9
CN(C(=O)COC(=O)c1ccc2ccccc2n1)c1ccccc1 | 0.4 | 0 | -1 | . | . | . | . | 0.2 | .
Cc1ccc(SCC2CNc3nc4ccccc4c(=O)n32)c(C)c1 (stereo not drawn) | 0.1 | -11 | 3 | -4 | 98 | 0 | -1 | 0.8 | -7
COc1cc2cc(CCOC(=O)c3ccc(C(F)(F)F)cc3)oc(=O)c2cc1OC | 1.3 | -2 | 2 | . | . | . | . | 1.8 | .
CS(=O)(=O)N(Cc1ccc(F)cc1)Cc1nc2ccccc2c(=O)[nH]1 | 3.2 | 0 | -4 | -13 | 108 | -8 | 4 | 1.2 | 14
Cc1cc(C)c(C#N)c(Nc2cccc(Br)c2)n1 | -1.4 | 2 | -4 | -8 | 105 | -2 | 3 | 0.6 | .
O=C(Nc1ccc(Cl)cn1)c1cccc(S(=O)(=O)N2CCOCC2)c1 | 0.0 | 4 | -3 | -5 | 97 | -2 | 0 | 0.8 | 12
CC(C)(C)c1ccc(OCCNC(=O)c2ncn[nH]2)cc1 | 2.7 | -5 | -7 | -10 | 103 | 5 | 1 | 2.7 | -8
CCOc1ccc(C(=O)c2cc([N+](=O)[O-])ccc2Cl)cc1 | -2.4 | -8 | 4 | 27 | 89 | -17 | -9 | 0.0 | 8
CCN(CC)C(=O)c1ccc(NS(=O)(=O)c2ccc(/C=C/C(=O)O)cc2)cc1 | 1.3 | 1 | -8 | -5 | 99 | -1 | -1 | 0.4 | -1
SMILES | OXTR ag | OXTR potentiator | GalR3 antag | GPR7 antag | MEKK2wt PB1 HTS | PfM18AAP inh | MEKK2mut PB1 HTS | V1R ag counter | NALP1 yeast inh
CCC(=O)N1CCN(c2ccc(Cl)cc2NC(=O)c2cccc([N+](=O)[O-])c2)CC1 | 0.4 | -12 | -2 | -6 | 101 | 2 | -7 | 0.0 | -16
COC(=O)c1ccc(COc2ccc(C(=O)c3ccccc3)cc2)o1 | 0.6 | -6 | -4 | -13 | 107 | 5 | 7 | 1.5 | 9
Cc1ccccc1S(=O)Cc1ccc(C(=O)NCCN2CCOCC2)o1 (stereo not drawn) | 1.0 | -1 | 2 | 2 | 98 | -3 | 3 | 0.3 | 0
Cc1ccc(OCC(=O)N2CCCCCCC2)cc1C | -2.0 | -19 | -4 | -3 | 112 | -15 | 6 | 0.2 | 6
N#Cc1ccccc1CSc1nc(N2CCCCC2)nc(N2CCCCC2)n1 | -0.3 | -4 | -2 | -18 | 101 | -1 | 4 | 1.1 | 6
O=C(NNS(=O)(=O)c1ccc(Br)cc1)c1sccc1-n1cccc1 | 0.3 | -11 | -7 | -3 | 102 | 8 | -5 | 1.1 | -1
CC(C)(C)N(Cc1nc(-c2ccccc2)no1)C(=O)c1ccc2c(c1)OCO2 | -0.7 | 6 | -4 | -3 | 97 | 4 | 1 | 0.6 | 8
CCOc1cc(/C=N/N2CCOCC2)ccc1OCc1ccc(C(=O)OC)o1 | -1.7 | -7 | 0 | 25 | 95 | -8 | -7 | -0.5 | 1
O=C(NCCN1CCOCC1)c1cc(-c2cccs2)nc2ccccc12 | 1.6 | -11 | -3 | -8 | 98 | 3 | 4 | 0.5 | 2
O=C(CCNC(=O)c1ccccc1Cl)Nc1nc(-c2ccc(F)cc2)cs1 | 4.7 | -9 | -9 | -6 | 102 | -5 | 11 | 5.8 | 23
COc1ccc(/C=N/N=C(\N)c2nonc2N)cc1OC | -0.2 | -9 | -3 | -13 | 83 | 0 | -15 | 0.9 | 9
CCOC(=O)C1=C(N)N(c2ccccc2)C2=C(C(=O)CCC2)C1c1cccnc1 (stereo not drawn) | -0.8 | -4 | 1 | 0 | 99 | 0 | -1 | -0.6 | 36

High-throughput results from PubChem BioAssay.
